FN deposit inh = fibronectin deposition inhibition | AH1F fibroblasts, Alexa488-fibronectin deposition fluorescence, overnight | inhibition, % at 12.6 µM | 350,000 compounds, 0.086% hits;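 active = mean inhibition across replicates of 30% or more, regardless of how many single replicates reach that level; inconclusive = mean under 30% yet at least half of replicates reach 30%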;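 also: positive control wells lacked labelled fibronectin entirely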
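material = AH1F fibroblast monolayer depositing Alexa488-labelled fibronectin into matrix | amount = 10000 AH1F cells/well | buffer or medium = DMEM plus 2% serum, read in PBS | incubation = 1 h cell adhesion before compound, then overnight fibronectin incubation | detection = fluorescence at 485 nm excitation, 525 nm emission | evaluation = percent inhibition as loss of matrix-bound fibronectin fluorescence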
EWS-Fli block = blocks EWS/Fli oncoprotein-driven transcription | 350,000 compounds, 0.67% hits | A673 NR0B1-luciferase reporter, viability-normalised | AID 651661 | inhibition, % at 12.6 µM;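 active = mean inhibition of at least 50% after viability correction, with every replicate also passing that limit; inconclusive = mean reaches 50% but only one of two replicates passes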;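 also: firefly luciferase signal divided by Alamar Blue viability fluorescence both relative to DMSO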
esBAF inh = inhibitors of esBAF chromatin remodeling in mouse ES cells; Bmi1-luciferase knock-in reporter, 24 h; 100% = twice the neutral-well signal; reporter increase, % at 12.5 µM; 350,000 compounds, 2% hits; AID 602393; in the data active = activation above about 40%; inconclusive = no clear call, values can overlap the other calls;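 also: 0% = median of the plate's neutral control wells and 100% = double that signal; a rise in the Bmi1 reporter signal indicates esBAF inhibition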
S100A4 inh HTS = blocks human S100A4 binding to myosin IIA peptide | 360,000 compounds, 0.14% hits | P26447 | S100A4/TAMRA-MyoIIA peptide fluorescence polarization | AID 652163 | inhibition, % at 10.7 µM;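 active = mean inhibition of at least 70% across replicates, with every replicate also reaching that level; inconclusive = mean inhibition reaches 70% but some replicates fall short; inactive = mean inhibition below 70%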
Target sequence (P26447 whole entry, looked up): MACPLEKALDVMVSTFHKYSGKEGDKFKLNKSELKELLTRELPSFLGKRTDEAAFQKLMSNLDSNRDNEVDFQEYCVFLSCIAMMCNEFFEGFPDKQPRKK
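assay system = human S100A4 monomer with TAMRA-labelled myosin IIA peptide | also added = labelled myosin peptide probe, 5 nM | incubation = 5 min between mix addition and reading | control set = DMSO and TFP controls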
RAD52 inh = blocks human RAD52 DNA annealing; P43351; recombinant RAD52 DNA annealing, FRET fluorescence; inhibition, % at 18.7 µM; 360,000 compounds, 0.46% hits;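 active = every replicate showing at least 50% inhibition; inconclusive = mean inhibition at least 50% but not in every replicate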
RAD54 inh = RAD54 (human) branch migration inhibition; Q92698; RAD54 Holliday junction branch migration, FAM/BHQ fluorescence; inhibition, % at 10.4 µM; 360,000 compounds, 0.14% hits;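 active = mean normalized replicate activity at least 40 and at least half of replicates scoring 40 or more; inconclusive = only one of the two criteria met; inactive = mean below 40 and under half of replicates reaching 40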;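 also: 0% = median of neutral control wells and 100% = median of positive control wells; inhibitors cause a drop in the FAM fluorescence signal; in these data hits start at about 50%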
Target sequence (Q92698 whole entry, looked up): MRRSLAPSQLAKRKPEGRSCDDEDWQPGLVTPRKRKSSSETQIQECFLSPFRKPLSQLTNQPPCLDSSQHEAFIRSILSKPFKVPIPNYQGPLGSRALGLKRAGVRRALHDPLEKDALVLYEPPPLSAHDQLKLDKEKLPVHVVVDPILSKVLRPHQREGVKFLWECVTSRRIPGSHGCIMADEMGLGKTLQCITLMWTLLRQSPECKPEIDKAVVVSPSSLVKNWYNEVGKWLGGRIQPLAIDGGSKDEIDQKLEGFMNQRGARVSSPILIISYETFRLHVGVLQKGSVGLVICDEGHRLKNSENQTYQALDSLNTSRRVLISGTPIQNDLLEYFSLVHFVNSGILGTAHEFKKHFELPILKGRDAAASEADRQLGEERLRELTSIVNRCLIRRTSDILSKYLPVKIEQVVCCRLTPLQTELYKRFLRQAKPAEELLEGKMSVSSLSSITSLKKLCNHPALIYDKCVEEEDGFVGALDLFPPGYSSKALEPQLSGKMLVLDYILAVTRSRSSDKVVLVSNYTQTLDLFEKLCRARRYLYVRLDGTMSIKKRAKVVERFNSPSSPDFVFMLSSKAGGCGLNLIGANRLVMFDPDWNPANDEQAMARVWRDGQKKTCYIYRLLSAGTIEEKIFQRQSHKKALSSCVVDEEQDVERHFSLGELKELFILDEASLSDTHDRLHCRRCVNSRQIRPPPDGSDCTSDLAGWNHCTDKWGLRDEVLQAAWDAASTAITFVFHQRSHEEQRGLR
Xi reactivation = X-chromosome reactivation activator | XiGFP mouse fibroblasts, % GFP-positive cells imaging, 3 d; cells co-treated with 5-aza-dC sensitizer; scaled so ellipticine positive control = 100% | activation, % at 7.58 µM | 360,000 compounds, 0.055% hits | AID 743238;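 active = mean normalized replicate activation at least 10% and every replicate at or above 10%; inconclusive = only one of the two criteria met; inactive = mean below 10% and not all replicates reach 10%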;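 also: 0% = median of on-plate neutral control wells and 100% = ellipticine 6 µM median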
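System: 68-5-11 XiGFP fibroblast line; Timing: 3 days compound exposure; Compound dosing: one concentration, pinned; Benchmarks: positive control ellipticine, 6 µM final; Buffer or medium: DMEM containing 5-aza-dC.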
E-selectin induc = induces E-selectin expression in human endothelial cells | AID 686992 | activation, % at 7.58 µM | HUVEC E-selectin immunofluorescence imaging; normalized: neutral wells 0, TNF-alpha wells 100 | P16581 | 260,000 compounds, 0.37% hits;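 active = mean E-selectin-positive cell signal at least 10% of the positive control, reached in at least 60% of replicates, without over 20% cell loss; inconclusive = no rule given, readout overlaps actives, possibly toxicity-flagged; inactive = the rest, including those meeting only one limit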;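 also: in these data hits start at about 27%; measured in HUVEC primary endothelial cells; signal is the percent of cells scored E-selectin positive by PE staining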
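Read-out basis: % PE-positive cells; Test system: HUVEC primary endothelial cells; Technique: immunofluorescence imaging; Dosing: single-point compound dose.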
Numbers without * were called inactive; i = inactive; ? = inconclusive; . = no result given; & = joins results of further samples.

smiles	FN deposit inh	EWS-Fli block	esBAF inh	S100A4 inh HTS	RAD52 inh	RAD54 inh	Xi reactivation	E-selectin induc
CC(C)NC(=O)Nc1ccc2c(c1)CC(=O)N([C@@H](C)CO)C[C@H](C)[C@H](CN(C)S(=O)(=O)c1ccc(Cl)cc1)O2	-3	2	4	5	-1	34	0.4	.
CCN(CC)c1ccc2cc(C(N)=O)c(=N)oc2c1	1	-39	.	-3	i	.	0.0	7.2
Cc1cccn(Cc2c(Cl)cccc2Cl)c1=O	-7	-1	.	8	1	-3	-0.1	3.0
COCC(=O)Nc1ccc2c(c1)[C@H]1C[C@@H](CC(=O)NCCc3ccccc3)O[C@H](CO)[C@H]1O2	-25	-7	4	1	-7	1	0.0	-0.4
N#CC1=C(N)Oc2n[nH]c(-c3cccs3)c2C1c1ccncc1 (configuration not stated)	-21	-3	0	0	-16	-5	0.1	7.0
Cc1cccc(NS(=O)(=O)c2cccc(C(=O)N3CCCC(C(F)(F)F)C3)c2)c1 (configuration not stated)	-1	6	-9	-4	7	5	-0.1	-0.3
CN1CCN(Cc2nc3ccccc3c(=O)n2Cc2nc(-c3ccc4ccccc4c3)cs2)CC1	-1&-1	40&47	.	2&-2	-3&8	.	0.7&1.4	-0.5&2.2
COc1ccccc1NC(=O)c1cc2c(=O)n(C)c3ccccc3c2n1C	-2	-10	0	-2	-3	-5	-0.2	0.2
COc1ccc(C2/C(=C(\O)c3ccc4c(c3)OCCO4)C(=O)C(=O)N2c2nc(C)c(C(C)=O)s2)cc1 (configuration not stated)	-9	.	-5	-1	-23	-1	0.0	.
OC[C@H]1[C@H](c2ccc(-c3ccc(F)cc3)cc2)[C@@H]2CN(CCC(F)(F)F)CCCCN12	.	.	.	0	5	15	0.0	-0.4
Cc1nc2cc3sc(C)nc3cc2s1	-5	-26	12	1	-4	14	0.3	3.0
Cc1nn(C)cc1NC(=O)C[C@@H]1CC[C@@H]2[C@@H](COc3ccc(NC(=O)Nc4cccc(Cl)c4)cc3C(=O)N2C)O1	18	-1	1	-8	-12	4	0.1	0.2
COc1ccc(NC(=O)N(C)C[C@H]2Oc3ccc(NS(=O)(=O)c4ccccc4)cc3CC(=O)N([C@@H](C)CO)C[C@H]2C)cc1	.	-3	-7	0	5	.	0.2	-0.4
CNC[C@@H]1OCCCC[C@H](C)Oc2ccc(NC(=O)NC(C)C)cc2C(=O)N([C@H](C)CO)C[C@@H]1C	-1	.	.	-8	-51	2	0.3	0.0
Cc1ccsc1/C=N/NC(=O)c1ccc2c(c1)OCCO2	17	-109	-53	-1	-12	14	0.0	-0.1
CC1(C)C(C=C(Cl)Cl)C1C(=O)N(Cc1ccccc1Cl)C1CCS(=O)(=O)C1 (configuration not stated)	-15	4	-3	1	0	-18	0.6	-2.6
Brc1ccc(-c2csc3[n+]2CCCCC3)cc1	6	1	.	-5	-15	.	0.0	.
O=C(c1ccc(N2CCCC2=O)cc1)N1CCN(c2ccc(C(F)(F)F)cc2[N+](=O)[O-])CC1	6	17	-4	2	2	10	0.0	.
COC(=O)[C@@]1(Cc2ccc(F)cc2)[C@H]2c3cc(C(=O)N(C)C)n(Cc4cc(F)cc5c4OCOC5)c3C[C@H]2CN1C(=O)c1ccccc1	1	4	.	-6	-26	.	0.0	-2.1
C[C@@H]1CN([C@@H](C)CO)C(=O)c2cccc(NC(=O)Nc3ccccc3)c2O[C@@H]1CN(C)Cc1ccc(C(=O)Nc2ccccc2N)cc1	.	49	-24	-1	20	2	-0.7	5.0
O=C1CCC(CCC(=O)N2CCCC(C(=O)c3ccc(Cl)cc3)C2)=NN1 (configuration not stated)	4	-10	.	-26	-3	.	-0.3	-0.2
Nc1nc(O)c(Sc2ccccc2[N+](=O)[O-])c(=O)[nH]1	3	-3	-2	2	5	-11	0.1	.
COc1cc(-c2noc(C)c2C(=O)NCC[C@@H]2CCCN2C)cc(OC)c1OC	.	2	-4	3	-2	1	-0.1	-0.1
O=C(O)COc1ccccc1/C=N/NC(=O)CSc1nc2ccccc2s1	-15	3	.	-6	-7	3	0.0	7.1
COc1cccc(/C=C/C(=O)OCC(=O)Nc2cc(C(F)(F)F)ccc2Cl)c1	1	.	-3	.	.	?	0.2	.
O=C1CCCCC(=O)[C@H](O)C[C@H](COCc2ccccc2)O1	7	-5	.	0	0	.	0.0	0.6
CC1(C(=O)O)CCC(C(=O)Nc2ccc(F)cc2)C1(C)C (configuration not stated)	0	-5	3	-3	-3	-18	0.1	-0.1
CCOC(=O)c1ccc(Oc2nc(OC)nc(N(C)C)n2)cc1	-1	.	-3	.	.	7	.	-0.9
CN(C)CCCNC(=O)C[C@@H]1CC[C@@H]2[C@H](COC[C@H](O)CN2CC2CC2)O1	-11	-5	-2	2	1	-8	0.0	-0.3
COc1ccc(C(=O)NCCc2nnc3ccc(SCC(=O)NCCc4ccc(OC)c(OC)c4)nn23)cc1	3	-5	-1	-1	-11	-1	0.0	0.0
Cn1c(CNC(=O)c2ccccc2)nnc1SCC(=O)Nc1nccs1	3	-7	3	4	-19	-5	0.0	-5.4
C[C@H]1CN([C@@H](C)CO)C(=O)Cc2cc(NC(=O)CCN3CCOCC3)ccc2O[C@@H]1CN(C)S(=O)(=O)c1ccc(F)cc1	.	-13	-3	-4	15	-3	0.1	0.3
CC(C#N)(CCc1ccccn1)CCc1ccccn1	-6	-5	0	0	-16	-10	-0.1	-0.2
Cc1ccccc1C1=C/C(=C(\SS/C(C(=O)c2ccc(OCC(=O)O)c(Cl)c2Cl)=C2\C=C(c3ccccc3C)SS2)C(=O)c2ccc(OCC(=O)O)c(Cl)c2Cl)SS1	-25	7	.	-4	8	.	-0.1	-4.0
CCOc1cccc(/C=N/NC(=O)c2cc(-c3cccn3C)n[nH]2)c1O	5	14	-50	2	-23	.	0.4	.
COc1ccccc1NC(=O)CSc1nc(SC)ns1	-12	-23	5	1	-18	-3	0.0	0.5
CCCNC(=O)N1[C@H](C#N)[C@H](c2ccc(C#Cc3ccc(F)cc3)cc2)[C@@H]1CO	16	-19	9	4	-53	6	-0.1	-0.4
C=CCn1c(SCC(=O)c2ccc(O)c(O)c2)nnc1-c1ccccc1OC	0	29	-4	-2	-20	11	0.9	-0.2
NNC(=O)c1cc(-c2ccccc2)sc1N	2	2	-6	-1	-7	-10	0.0	-0.2
C[C@@H]1CCCCO[C@H](CN(C)S(=O)(=O)c2cn(C)cn2)[C@H](C)CN([C@@H](C)CO)C(=O)c2cc(NC(=O)C3CCCCC3)ccc2O1	.	-2	-3	-3	14	-1	-0.7	-0.2
Cc1cccc(C(C)C)c1NC(=O)COC(=O)c1cc2ccccc2oc1=O	1	-3	-2	3	-5	0	-1.0	0.0
COc1ccc(C(=O)OCC#CCSc2nnc(-c3cccc4ccccc34)o2)cc1	-3	-6	2	-8	-8	-8	0.0	0.0
CN(CCc1ccccn1)C(=O)CCC1CCCN(C(=O)CCOc2ccccc2)C1 (configuration not stated)	-1	-7	.	-12	2	.	-0.1	.
COc1ccc(OC)c(-c2nc3ccccc3nc2-c2ccccc2)c1	-3	7	.	0	-3	.	0.0	.
COCC#Cc1ccc([C@@H]2[C@H]3CN(C(=O)C4CCC4)CC(=O)N3[C@H]2CO)cc1	-6	0	.	8	1	.	0.0	0.0
CC(C)CN(CC(C)C)S(=O)(=O)N1CCC(C(=O)NCc2cccnc2)CC1	10	5	.	-2	-15	.	0.0	.
CO[C@H]1CN(C)C(=O)c2cc(NS(=O)(=O)CC(F)(F)F)ccc2OC[C@@H](C)N(Cc2nccs2)C[C@H]1C	1	13	-7	.	-31	-7	0.5	-0.1
COCCCN(C(=O)Nc1ccc(C)c(C)c1)C(C)c1ccccn1 (configuration not stated)	-4	-7	-1	4	-7	5	0.0	-0.5
Cc1ccc(S(=O)(=O)N2C[C@@H](O)COC[C@@H]3O[C@@H](CC(=O)NCc4ccc5c(c4)OCO5)CC[C@H]32)cc1	2	-3	1	8	-12	9	0.3	-0.2
Cn1c(SCC(=O)NCC2CCCO2)nnc1-c1ccco1 (configuration not stated)	11	1	-3	3	-7	8	-0.1	.
COc1cccc(-c2nc(CS(=O)(=O)CC(=O)NCC(C)c3ccccc3)c(C)o2)c1 (configuration not stated)	-1	-1	3	0	-11	1	0.0	.
C[C@@H]1CN([C@@H](C)CO)C(=O)c2ccccc2-c2ccccc2CO[C@@H]1CN(C)C(=O)[C@@H](Cc1ccccc1)N(C)C	-14	-5	3	7	-9	0	0.5	0.9
O=C(c1ccc2c3c(cccc13)CC2)C1CCCN(Cc2cccnc2)C1 (configuration not stated)	7	-4	2	-2	-16	-6	0.0	-0.2
Cc1ccccc1S(=O)(=O)N1CC(=O)N2[C@H](C1)[C@@H](c1ccc(C#CC3CC3)cc1)[C@@H]2CO	.	12	.	-3	-32	.	0.0	-0.6
CC(C)c1nc(SCC(=O)Nc2ccc3c(c2)OCCO3)n[nH]1	-10	-3	.	1	-8	.	0.2	.
C[C@@H]1OC(C2CCCCC2)N(C)[C@H]2C[C@H]3c4[nH]c5c(-c6ccccc6)cccc5c4CCN3C(=O)[C@@H]12 (some centres not stated)	8	-6	.	-7	-40	.	0.3	0.1
